# Siah-1 displacement – blockers of Siah-1 interaction with plectin peptide – biochemical, fluorescence polarization, rhodamine-plectin, uHTS, primary screen (AID 1817); Siah-1 / rhodamine-plectin peptide fluorescence polarization; higher % means a stronger effect; one-dose displacement, % at 20 µM; IC50 in µM for titrated hits; actives 0.02% (n = 290,000);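 active = displacement of at least 50% at 20 µM, with a fluorescence ratio check between 0.3 and a set limit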;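 note: plate controls were Siah plus tracer with DMSO for no effect and tracer alone without Siah for full effect; strong numbers were not always called active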
# human PMI inhibitors – human PMI inhibitors, high substrate, primary screen, biochemical, fluorescence intensity, high mannose 6-phosphate (AID 1220); recombinant PMI enzyme, coupled fluorescence intensity; higher % means a stronger effect; inhibition, % at 20 µM, or IC50 in µM where a hit was titrated; actives 0.66% (n = 190,000)
# XIAP antagonists – XIAP antagonists, biochemical, IAP family, fluorescence polarization (AID 1018). XIAP BIR domain, fluorescence polarization peptide displacement; higher % means a stronger effect. one-dose displacement, % at 20 µM; IC50 in µM for titrated hits. actives 0.007% (n = 200,000); in the data active = displacement above about 50%; note: a part of the inactive calls stands beside numbers as strong as those of hits
# TNAP activation fold – stimulation of alkaline phosphatase TNAP activity – biochemical, luminescent, no phosphate acceptor, uHTS, primary screen (AID 1001); purified TNAP, luminescent activation assay, no phosphate acceptor; higher activation fold means a stronger effect; activation fold at 20 µM, or EC50 in µM where a hit was titrated; actives 0.03% (n = 200,000); in the data active = activation fold from about 3, or a potency from the dose series; inactive = the rest, 99 in 100 with activation fold below about 1.6; note: many of its hits are not listed in these tables
# Salmonella PhoP GFP – PhoP-dependent GFP reporter repression – Salmonella Typhimurium, primary screen (AID 1863). S. Typhimurium PhoP-regulated promoter GFP reporter, 4 h; higher % means a stronger effect. inhibition, % at 50 µM; hits with a dose series show IC50 in µM. actives 0.16% (n = 300,000);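 active = inhibition over 29.93%, a cutoff 3 SD above the screen mean, later confirmed by dose response; inconclusive = inhibition over 29.93% but no dose response follow-up; inactive = inhibition at most 29.93% or unconfirmed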;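 note: 0% = low Mg2+ inducing control and 100% = high Mg2+ repressing control; strong numbers were not always called active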
# WT yeast gro inh – growth inhibition of WT yeast, mitochondrial fusion screen; mitochondrial fusion phenotypic screen, WT strain; inhibition, % at 10 µM; actives 2.1% (n = 190,000); AID 1362; in the data active = inhibition above about 58%; tested in S. cerevisiae
# PMI inhibitors – MPI enzyme activity inhibition – biochemical, fluorescence intensity, coupled assay, primary screen (AID 1209). purified PMI enzyme, coupled fluorescence intensity; higher % means a stronger effect. one-dose inhibition, % at 20 µM; IC50 in µM for titrated hits. actives 0.42% (n = 190,000);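 note: plate controls were DMSO vehicle for no effect and wells lacking substrate for full effect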
# Myeloid diff MLP – compounds promoting myeloid differentiation. ER-HoxA9 myeloid progenitors, lysozyme-GFP differentiation, flow cytometry. calls only at 10 µM. actives 1% (n = 360,000). AID 624256;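 active = normalized GFP-positive differentiation at or above the plate's own cutoff, the solvent-only control mean plus 3 SD; inconclusive = no clear call, values can overlap the other calls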;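 note: cells exposed to compound for four days before flow analysis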
# RSV CPE inhibition – inhibition of RSV-induced cytopathic effect – HEp-2 cells, primary 10 µM value included (AID 2391) | HEp-2 cells, RSV-induced CPE inhibition; higher % means a stronger effect | CPE inhibition, % at 10 µM; hits with a dose series show IC50 in µM | actives 0.13% (n = 310,000); in the data active = a potency from the dose series; inconclusive = CPE inhibition mostly from about 23% at the one dose, without a potency; inactive = the rest, 99 in 100 with CPE inhibition below about 21%; note: strong numbers were not always called active
# WT yeast gro inh mutant strain – recorded beside WT yeast gro inh, whose call it bears; inhibition, %; mitochondrial fusion phenotypic screen, mutant strain inhibition
# Myeloid diff MLP GFP+ MAC1+ % – recorded beside Myeloid diff MLP, whose call it bears; GFP+ MAC1+ double positive, %; measured here: differentiation confirmed by MAC1 staining
# Active calls of the source: *; i = inactive; u = inconclusive; x = not tested or not shown; & = joins results of further samples. Cut-off read from the data, not from the text of the source, unless noted: active = inhibition above about 50%; inactive = the rest.
SMILES,Siah-1 displacement,human PMI inhibitors,XIAP antagonists,TNAP activation fold,Salmonella PhoP GFP,WT yeast gro inh,WT yeast gro inh mutant strain,PMI inhibitors,Myeloid diff MLP,Myeloid diff MLP GFP+ MAC1+ %,RSV CPE inhibition
COCCNC(=O)C1CC(c2ccc([N+](=O)[O-])cc2)=NO1 (stereo not given),-2%,-5%,-8.1%,1,7%,-4,0,-10%,i,0.9,1.1%
COc1ccc(OC)c(NS(=O)(=O)Cc2ccccc2)c1,-2%,18%,x,1,-8%,-3,14,15%,x,x,2.1%
COC(=O)c1nnn(-c2nonc2N)c1COc1ccc(C=O)cc1OC,-1%,5%,-3.2%,1,-3%,3,11,3%,i,0.0,0.5%
CSC1=N/C(=C\c2ccccc2Cl)C(=O)N1N(C)C,1%,x,x,x,-13%,x,x,x,i,0.4,0.4%
CCc1ccccc1NC1Nc2cc(C)nn2S1 (stereo not given),7%,28%,-1.3%,1.6,1%,11,21,11µM*,i,0.2,-0.9%
Cn1c(NC(=O)/C=C/c2c(F)cccc2Cl)cc(=O)n(C)c1=O,22%,-3%,-5.7%,1.1,-7%,-5,15,-13%,i,0.6,2.9%
O=C(NCC1(c2ccccc2)CCOCC1)c1cccs1,4%,-10%,-3.8%,1,3%,1,-10,-8%,i,0.1,-0.7%
COc1cccc(OC)c1C(=O)Nc1cc2c(cc1N1CCOCC1)n(C)c(=O)n2C,2%,x,x,x,2%,x,x,x,i,0.0,2.1%
O=C(O)CC1(CC(=O)N2CCOCC2)CCCC1,7%,x,x,x,2%,x,x,x,i,0.9,0.7%
COc1cccc(C2Nc3ccccc3NC3=C2C(=O)CC(C)(C)C3)c1OC (stereo not given),-1%,x,x,x,-6%,x,x,x,i,0.7,0.5%
CCOc1ccc(N(CC(=O)NCC2CCCO2)S(=O)(=O)c2ccc(SC)cc2)cc1 (stereo not given),0%,-12%,-1.9%,1,0%,-7,-24,-13%,i,6.5,x
Cc1ccc(-c2cc3nc(-c4ccccc4)cc(N4CCC5(CC4)OCCO5)n3n2)cc1,-1%,8%,-7.1%,1.1,-3%,54,36,14%,i,1.8,u

# 7 compounds drawn at random from those above, as already listed:
SMILES,Siah-1 displacement,human PMI inhibitors,XIAP antagonists,TNAP activation fold,Salmonella PhoP GFP,WT yeast gro inh,WT yeast gro inh mutant strain,PMI inhibitors,Myeloid diff MLP,Myeloid diff MLP GFP+ MAC1+ %,RSV CPE inhibition
COC(=O)c1nnn(-c2nonc2N)c1COc1ccc(C=O)cc1OC,-1%,5%,-3.2%,1,-3%,3,11,3%,i,0.0,0.5%
CSC1=N/C(=C\c2ccccc2Cl)C(=O)N1N(C)C,1%,x,x,x,-13%,x,x,x,i,0.4,0.4%
CCOc1ccc(N(CC(=O)NCC2CCCO2)S(=O)(=O)c2ccc(SC)cc2)cc1 (stereo not given),0%,-12%,-1.9%,1,0%,-7,-24,-13%,i,6.5,x
CCc1ccccc1NC1Nc2cc(C)nn2S1 (stereo not given),7%,28%,-1.3%,1.6,1%,11,21,11µM*,i,0.2,-0.9%
O=C(NCC1(c2ccccc2)CCOCC1)c1cccs1,4%,-10%,-3.8%,1,3%,1,-10,-8%,i,0.1,-0.7%
O=C(O)CC1(CC(=O)N2CCOCC2)CCCC1,7%,x,x,x,2%,x,x,x,i,0.9,0.7%
COc1cccc(C2Nc3ccccc3NC3=C2C(=O)CC(C)(C)C3)c1OC (stereo not given),-1%,x,x,x,-6%,x,x,x,i,0.7,0.5%

# The list continues.
SMILES,Siah-1 displacement,human PMI inhibitors,XIAP antagonists,TNAP activation fold,Salmonella PhoP GFP,WT yeast gro inh,WT yeast gro inh mutant strain,PMI inhibitors,Myeloid diff MLP,Myeloid diff MLP GFP+ MAC1+ %,RSV CPE inhibition
Cc1ccc(NC(=O)CN2CC(C)SC2=NC2CCCCC2)cc1 (stereo not given),-3%,-13%,-5.4%,1.1,-4%,19,11,6%,i,1.3&2.1,-0.2%
O=C1c2ccccc2C(=O)N1C/C=C/c1ccccc1,8%,14%,-0.6%,1,-7%,-8,-2,14%,i,0.7,0.8%
CCOc1cc2c3c(c1)C1(Nc4ccccc4S1)C(=O)N3C(C)(C)CC2C (stereo not given),-2%,4%,-15%,1.2,9%,46,-12,12%,i,7.0,-2.8%
Cc1cccc2c(N=Nc3ccccc3)c(O)[nH]c12,-3%,x,x,x,2%,x,x,x,i,0.0,2.8%
CCO[C@@H]1OC(C(=O)N2CCN(Cc3ccc4c(c3)OCO4)CC2)=C[C@H](c2csc3ccccc23)[C@H]1CCCO,-12%,19%,0.4%,1,3%,45,4,23%,i,0.6,-3.5%
CN(CC(=O)NCc1ccccn1)S(=O)(=O)c1ccc(Cl)cc1,0%,-2%,0.8%,1.2,3%,4,0,0%,i,1.0,-0.9%
CCOC(=O)C1(CCOC)CCN(C(=O)c2sccc2C)CC1,-2%,6%,-5.3%,1,x,-2,-17,12%,i,1.0,2.8%
COc1cccc(N2C(=O)C3CCCN3C2c2ccc(F)cc2)c1 (stereo not given),-3%,0%,-6.6%,1.1,4%,-13,-35,4%,i,0.4,0.0%
O=C(Nc1nnc(Cc2ccccc2)s1)c1cccs1,0%,-5%,-6.5%,1.2,-8%,45,-4,-3%,i,0.5,0.6%
CCOc1cc(C(=O)Nc2ccc(S(=O)(=O)Nc3nnc(CC)s3)cc2)cc(OCC)c1OCC,-2%,x,x,x,0%,x,x,x,i,0.8,1.3%
NC(=O)[C@@H]1CC2(CC(c3cccc(NC(=O)[C@@H]4CCC(=O)N4)c3)=NO2)CN1C(=O)Cc1ccc([N+](=O)[O-])cc1 (stereo not given in full),-3%,x,x,x,-10%,x,x,x,i,0.7,-1.6%
CCc1c(C)c2ccc(O)c(CN(C)C)c2oc1=O,-1%,15%,-8.8%,1.1,14%,-2,16,16%,i,0.8,-0.7%
Cc1c(C(=O)OC2CCCC2)[nH]c2c1C(=O)CC(c1ccco1)C2 (stereo not given),-1%,23%,-12%,1.1,13%,-1,-10,21%,u,x,-0.2%
O=c1[nH][nH]c(-c2ccccc2O)c1C(C[N+](=O)[O-])c1ccc(Cl)cc1Cl (stereo not given),2%,-4%,0.1%,0.3,6%,-2,-54,0%,i,5.8,5.1%
COC(=O)c1cn(NC(=O)Cc2cccc(OC)c2)c(=O)c2ccccc12,5%,1%,-10%,1.1,4%,0,2,13%,i,0.7,1.8%
Cc1ccc(-c2cccc(C3CC=CC4C3C(=O)N(Cc3ccccc3)C4c3cc(C)ccc3F)c2)cc1 (stereo not given),2%,x,x,x,-2%,x,x,x,i,2.8,8.7%
COCCNC(=O)CSc1nc2nc(C)cc(C)n2n1,3%,13%,-7.1%,1.1,11%,2,-6,5%,i,0.9,0.1%
CC(=O)c1cc(-c2ccccc2)[nH]c1N1CCCC1,-1%,6%,3.8%,1.1,-1%,15,-3,11%,i,0.8,0.5%
COc1ccccc1C(=O)N=Nc1c(O)[nH]c2ccc([N+](=O)[O-])cc12,-3%,22%,-8.2%,1.2,0%,-1,-22,-5%,i,0.2,x
Cc1ccc(C(=O)N2CCN(c3ccc(Cl)cc3)CC2)cc1,5%,7%,-1.7%,1.1,0%,20,16,10%,i,0.9,u
O=S(=O)(C=C(c1ccccc1)c1ccccc1)c1ccccc1,-4%,-8%,-4.4%,1,2%,-4,7,-12%,i,0.6,0.8%
Cc1ccc(Cl)cc1NC(=O)N[C@@H](C)C(=O)O,6%,-3%,-5.7%,1.1,-10%,-9,-8,0%,x,x,1.3%
O=C(c1cccc(C(F)(F)F)c1)N1CCN(c2cc(=O)[nH]nc2-c2ccccc2)CC1,2%,5%,-1.3%,1,-3%,2,-6,6%,i,0.6,0.9%
COC(=O)c1ccc(NC(=S)NCCC2=CCCCC2)cc1,-4%,5%,-6.6%,1.1,23%,10,-1,5%,i,6.7,2.7%
CN(CCC#N)C(=S)Nc1ccc(Oc2ccccc2)cc1,4%,8%,-6.8%,1.1,-12%,5,18,2%,i,0.3,4.2%
COc1ccc(CCN2C(=O)C3C4CC(C5C(C(=O)O)=NOC45)C3C2=O)cc1OC (stereo not given),-3%,-6%,-9.1%,1.1,-5%,1,11,-3%,i,1.3,0.6%
CC(=O)NCC(=O)OCC(=O)c1ccc(Cl)cc1,-1%,-6%,-8.3%,1.1,5%,15,5,-9%,i,0.5,1.1%
CCOC(=O)c1c(S(=O)(=O)N2CCCC(C)C2)c(C)n(C)c1C (stereo not given),-7%,x,x,x,9%,x,x,x,i,0.5,-0.9%
CC(=O)c1c(N2CCN(C)CC2)nc(=S)n(-c2cc(C)ccc2C)c1C,-3%,-14%,-5.6%,1.1,3%,7,25,-37%,i,0.2,-1.1%
COc1ccc(-c2cc(C(=O)N(C)Cc3ccc(F)cc3)c3ccccc3n2)cc1OC,-3%,x,x,x,0%,x,x,x,i,3.7,9.1%
COc1ccc(NS(=O)(=O)c2ccc3c(c2)CCCN3C(C)=O)cc1,0%,x,x,x,-1%,x,x,x,i,1.8,u
COc1ccc(S(=O)(=O)N2CCCCCC2)cc1C(=O)N(C)Cc1ccc(C(C)(C)C)cc1,8%,x,x,x,2%,x,x,x,i,2.1,u
CCN1CCN(c2ccc(NC(=O)c3cccc(N4CCCC4=O)c3)cc2)CC1,-2%,x,x,x,11%,x,x,x,i,0.7,-0.4%
O=C(Nc1ccc(N2CCOCC2)cc1)c1cc2c(s1)CCCCC2,10%,10%,0.1%,1.1,-8%,6,-11,8%,i,0.4,42%
CC(C)C(=O)Nc1cc(S(=O)(=O)Nc2ccc(Cl)cc2)ccc1Cl,1%,18%,-6.5%,1.2,8%,74*,20*,18%,i,0.2,7.4%
CC(NC(=O)c1cc(-c2ccccn2)nc2ccc(Cl)cc12)C1CCCO1 (stereo not given),-4%,x,x,x,-2%,x,x,x,i,0.8,0.1%

# Profiles as entered above:
# CCOC(=O)c1c(S(=O)(=O)N2CCCC(C)C2)c(C)n(C)c1C (stereo not given) reads Siah-1 displacement: -7%; human PMI inhibitors: x; XIAP antagonists: x; TNAP activation fold: x; Salmonella PhoP GFP: 9%; WT yeast gro inh: x; WT yeast gro inh mutant strain: x; PMI inhibitors: x; Myeloid diff MLP: i; Myeloid diff MLP GFP+ MAC1+ %: 0.5; RSV CPE inhibition: -0.9%
# COc1ccc(S(=O)(=O)N2CCCCCC2)cc1C(=O)N(C)Cc1ccc(C(C)(C)C)cc1 reads Siah-1 displacement: 8%; human PMI inhibitors: x; XIAP antagonists: x; TNAP activation fold: x; Salmonella PhoP GFP: 2%; WT yeast gro inh: x; WT yeast gro inh mutant strain: x; PMI inhibitors: x; Myeloid diff MLP: i; Myeloid diff MLP GFP+ MAC1+ %: 2.1; RSV CPE inhibition: u
